human PMI inhibition – inhibitors of human PMI, primary screen, biochemical, fluorescence intensity, coupled assay (AID 1209). inhibition, % at 20 µM, or IC50 in µM where a hit was titrated. purified PMI enzyme, coupled fluorescence intensity; higher % means a stronger effect. 190,000 tested, 0.42% active;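 note: plate controls were DMSO vehicle for no effect and wells lacking substrate for full effect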
TNAP activators – human TNAP enzyme activators, primary screen, biochemical, luminescent, no phosphate acceptor, uHTS (AID 1001); purified TNAP, luminescent activation assay, no phosphate acceptor; higher activation fold means a stronger effect; one-dose activation fold at 20 µM; EC50 in µM for titrated hits; 200,000 tested, 0.03% active; in the data active = activation fold from about 3, or a potency from the dose series; inactive = the rest, 99 in 100 with activation fold below about 1.6; note: many of its hits are not listed in these tables
West Nile virus CPE – West Nile virus antiviral activity, cell-based, CPE readout (AID 1621). West Nile virus-infected cells, CPE inhibition; higher % means a stronger effect. one-dose CPE inhibition, % at 10 µM; IC50 in µM for titrated hits. 290,000 tested, 0.02% active; in the data active = a potency from the dose series; inconclusive = CPE inhibition mostly from about 3.7% at the one dose, without a potency; inactive = the rest, 99 in 100 with CPE inhibition below about 2.2%; note: strong numbers were not always called active
human PMI inhibitors – human PMI inhibitors, high substrate, primary screen, biochemical, fluorescence intensity, high mannose 6-phosphate (AID 1220); recombinant PMI enzyme, coupled fluorescence intensity; higher % means a stronger effect; inhibition, % at 20 µM, or IC50 in µM where a hit was titrated; 190,000 tested, 0.66% active
M1AAP inhibition – P. falciparum M1AAP inhibitors, biochemical, fluorogenic H-Leu-NHMec substrate, 1536-well (AID 1445); inhibition, % at 30 µM, or IC50 in µM where a hit was titrated; recombinant M1AAP, H-Leu-NHMec fluorogenic kinetic assay; higher % means a stronger effect; 220,000 tested, 0.42% active;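 active = primary inhibition above the hit cutoff, then over 50% inhibition at one or more dose response concentrations, cut at about 23% in these data, passing the limit was not always enough; inconclusive = conflicting primary data, or primary hits not chosen for dose response; inactive = low primary inhibition, or under 50% at every dose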;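 note: plate controls were DMSO full reaction for no effect and no enzyme background for full effect; strong numbers were not always called active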
RSV antiviral HEp-2 – inhibition of RSV-induced cytopathic effect – HEp-2 cells, primary 10 µM value included (AID 2391); one-dose CPE inhibition, % at 10 µM; IC50 in µM for titrated hits; 310,000 tested, 0.13% active; HEp-2 cells, RSV-induced CPE inhibition; higher % means a stronger effect; in the data active = a potency from the dose series; inconclusive = CPE inhibition mostly from about 23% at the one dose, without a potency; inactive = the rest, 99 in 100 with CPE inhibition below about 21%; note: strong numbers were not always called active
UTI89 phage lysis – inhibition of K1F phage lysis, E. coli UTI89, bacterial capsule biogenesis inhibitors, alamar blue (AID 488966) | E. coli UTI89 K1F phage lysis, alamar blue, 2 h; higher % means a stronger effect | one-dose inhibition, % at 100 µM; IC50 in µM for titrated hits | 340,000 tested, 0.02% active;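 active = phage lysis inhibition, versus mean bacterial control, above a set limit; inconclusive = no clear call, values can overlap the other calls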;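 note: capsule biogenesis inhibitors block K1F phage lysis so surviving cells raise fluorescence; higher fluorescence means more inhibition of phage lysis; actives were called in the ten point dose series up to 300 µM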
T cell modulator – T cell immune modulation candidate. 330,000 tested, 0.068% active. 2C CD8+ T cell-vesicle binding, flow cytometry; stronger effect = lower value. AID 2052. calls only at 7 µM;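 active = response, share of CD8 T cells binding vesicles, and their 90th percentile fluorescence all below set limits, cut at about 80% in these data, passing the limit was not always enough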
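Incubation: binding step 1.5 h, 37 °C, antibody labelling 20 min, ice; system: murine 2C transgenic CD8+ T lymphocytes; technique: cytometric PE anti-B7-1 and Alexa647 anti-CD8 signals after 1% paraformaldehyde fixation; also added: QL9-charged Drosophila Ld/ICAM-1/B7-1 vesicles; control set: naked versus QL9-loaded vesicles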
P. falciparum M17LAP – P. falciparum M17LAP inhibitors, primary screen, biochemical, fluorogenic H-Leu-NHMec substrate, 1536-well (AID 1619); recombinant M17LAP, H-Leu-NHMec fluorogenic kinetic assay; higher % means a stronger effect; one-dose inhibition, % at 30 µM; IC50 in µM for titrated hits; 220,000 tested, 0.38% active;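 active = compound inhibiting the enzyme by more than half at any dose during confirmatory dose-response retesting; inconclusive = strong single-dose inhibitors picked by rank but not retested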;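 note: plate controls were full reaction with DMSO carrier for no effect and no enzyme background for full effect; strong numbers were not always called active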
T cell modulator vesicle-bound % – also measured in T cell modulator; calls as there; double positive events, %; measured here: CD8+ vesicle-bound cell fraction;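 binding gate set so that unloaded-vesicle control wells show 10% double positive cells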
An asterisk follows results filed as active; i = inactive; ? = inconclusive; / = no result given; [ ] = dose if it differs, or a comment. Cut-off read from the data, not from the text of the source, unless noted: active = inhibition above about 50%; inactive = the rest.

SMILES | human PMI inhibition | TNAP activators | West Nile virus CPE | human PMI inhibitors | M1AAP inhibition | RSV antiviral HEp-2 | UTI89 phage lysis | T cell modulator | T cell modulator vesicle-bound % | P. falciparum M17LAP
O=C(NC(=S)Nn1cnc2c(cnn2-c2ccccc2)c1=O)c1ccccc1 | 10% | 1 | 0.5% | 6% | 7% | -0.5% | 0.8% | i | 22 | 16%
Cn1c(SCC(=O)Nc2ccc(Cl)cc2)nc(O)cc1=O | / | / | -0.1% | / | 2% | / | -1.1% | i | 29 | 3%
Cn1c(=O)c2c(nc(Sc3ccccc3N)n2C)n(C)c1=O | / | / | -0.7% | / | 4% | -2.6% | -0.1% | i | 24 | 11%
CC1=NN(C2=NS(=O)(=O)c3ccccc32)C(C)(O)C1 (stereo not drawn) | / | / | -0.2% | / | / | 4.3% | 0.4% | i | 26 | /
CCN(C(=O)c1ccc(S(=O)(=O)N(C)C)cc1)C(C)C(=O)Nc1ccc(C)cc1 (stereo not drawn) | / | / | -1.5% | / | / | 4.0% | -0.1% | i | 24 | /
O=C(NC1CCSc2ccccc21)c1ccc(C(F)(F)F)cc1 (stereo not drawn) | / | / | -0.8% | / | / | 2.3% | -0.9% | i | 49 | /
O=C(O)C(F)(F)S(=O)(=O)O | -15% | 1.1 | -0.2% | -15% | 6% | 0.2% | 0.0% | i | 35 | -5%
Cc1cccc(NC(=O)C2CCN(S(=O)(=O)c3cccc4nsnc34)CC2)c1 | -8% | 1.2 | -0.5% | -1% | 1% | 0.2% | 0.1% | i | 48 | 4%
Cc1noc(C)c1COC(=O)c1cccnc1SCC(=O)Nc1ccc2c(c1)OCO2 | 1% | 1.1 | -1.1% | 11% | 5% | 5.1% | -0.2% | i | 17 | 7%
Nn1cc(-c2ccccc2)nc1SCC(=O)NCCc1ccccc1 | 18% | 1.2 | -0.8% | 11% | -2% | 0.2% | 0.2% | i | 45 | 0%
CCN1CCN(c2cc(C)c3cc(NC(=O)Cc4ccccc4OC)ccc3n2)CC1 | 8% | 1.1 | 0.5% | 11% | 1% | -1.1% | 0.5% | i | 14 | -10%
CC1CC(C)CN(C(=O)c2ccc(NC(=O)c3ccc(=O)[nH]c3)cc2)C1 (stereo not drawn) | -6% | 1 | / | -8% | 6% | 0.4% | 0.2% | i | 27 | -2%
Fc1ccc2c(c1)C1C=CCC1C(c1cc3c(cc1Br)OCO3)N2 (stereo not drawn) | 17% | 1 | 2.2% | 16% | 5% | 5.1% | 0.0% | i | 38 | 4%
CCN1CCN(C(=O)CN(C)S(=O)(=O)c2ccc(OC)c(C)c2)CC1 | 0% | 1.1 | -0.3% | 0% | 4% | 1.0% | -0.3% | i | 33 | -6%
CCOC(=O)CN(C(=O)COc1nc(C)cc(C)c1C#N)c1ccc(F)cc1 | / | / | -0.5% | / | 0% | 2.2% | -1.0% | i | 18 | -4%
CCn1c(NCc2cc(Cl)ccc2O)nc2ccccc21 | / | / | 0.8% | / | 7% | 52% | 0.2% | i | 56 | -3%
O=C(CCCNc1ccccc1)N/N=C/c1cccs1 | 18% | 1.1 | -0.6% | 20% | 9% | 1.9% | 0.1% | i | 59 | 12%
Cn1c(C(=O)N[C@@H](Cc2ccccc2)C(=O)NCCC(=O)O)cc2cc(Cl)ccc21 | / | / | -0.7% | / | / | -0.5% | -0.1%[50 µM] | i | 14 | /
CCOc1ccc(NC(=O)CCC(=O)N/N=C2\CCCc3ccccc32)cc1 | / | / | -0.9% | / | / | 0.4% | 0.0%[50 µM] | i | 13 | /
O=C(NCc1cccnc1)c1cccnc1-c1nc2ccccc2s1 | 6% | 1.2 | -0.5% | 6% | 3% | -0.3% | 0.5% | i | 30 | -6%
O=C(Nc1ccccc1)c1ccccc1NS(=O)(=O)c1ccc(Cl)s1 | 1% | 1.1 | -0.6% | -5% | 29% | -0.4% | 7.2% | i | 32 | 41%
CCC(=O)c1ccc(-c2ccccc2)cc1 | 4% | 1 | 0.1% | 0% | 7% | 4.2% | 6.3% | i | 42 | -6%
COc1cc(C(=O)NCCC(=O)N2CCCCC2)cc(OC)c1OC | / | / | -0.4% | / | / | 2.3% | 0.1% | i | 53 | /
COc1ccc(NC(=S)NC(=O)C2CCCCC2)cc1 | / | / | 0.0% | / | / | 1.8% | 0.1% | i | 21 | /
CCCCOC(=O)C1CN(c2ccccc2)N=C1C(C)=O (stereo not drawn) | -4% | 1.1 | -1.1% | -6% | / | -1.1% | 3.6% | i | 59 | /
Additional entries.
SMILES | human PMI inhibition | TNAP activators | West Nile virus CPE | human PMI inhibitors | M1AAP inhibition | RSV antiviral HEp-2 | UTI89 phage lysis | T cell modulator | T cell modulator vesicle-bound % | P. falciparum M17LAP
CC(C)N(C)CCOC(=O)/C=C/c1ccccc1 | -9% | 1.1 | -0.3% | -8% | 1% | 0.9% | 0.5%[50 µM] | i | 43 | 6%
Cc1nc(N)c2c(Cc3cccc4ccccc34)nn(C(C)(C)C)c2n1 | / | / | 0.3% | / | / | -1.2% | 0.1% | i | 19 | /
COc1ccc(/C=C(/NC(=O)c2ccc(OC)c(OC)c2)C(=O)NCCc2c[nH]c3ccccc23)cc1 | 12% | 1.2 | -0.5% | 16% | 4% | 0.6% | 0.3% | i | 46 | 1%
COc1ccc(CCNC(=O)Cn2nnc(-c3ccc(OC)c(OC)c3)n2)cc1OC | / | 1.1 | 0.2% | / | 10% | 7.8% | 0.2% | i | 39 | -7%
COc1cc(C(=O)OCC(=O)NCc2ccco2)cc(OC)c1OC | 6% | 1.1 | -0.2% | 12% | 8% | 0.4% | 0.5% | i | 56 | 3%
CCOc1ncccc1C(=O)OCC(=O)Nc1ccc(C(N)=O)cc1 | / | / | 0.3% | / | 1% | 2.5% | 0.1% | i | 28 | 1%
COc1ccc(C(=O)Nc2cc(Cl)cc(Cl)c2)c(OC)n1 | -3% | 1.1 | 0.2% | 3% | -6% | 2.7% | 1.5% | i | 22 | -8%
O=c1[nH]c(C2CCCN(S(=O)(=O)c3cccc(Cl)c3)C2)nc2c1nnn2Cc1ccc2c(c1)OCCO2 (stereo not drawn) | / | / | 0.9% | / | / | 10µM* | 0.4% | i | 37 | /
COc1ccccc1C(=O)Nc1ccc(S(=O)(=O)N2CCCC2)cc1 | 10% | 1 | 1.1% | 4% | 0% | 2.4% | 8.3% | i | 42 | 15%
C=CCn1c(SC(C)C(=O)NCc2ccc3c(c2)OCO3)nc2scc(-c3ccccc3)c2c1=O (stereo not drawn) | 10% | 1.1 | 0.4% | 0% | -2% | / | 4.4% | i | 32 | 15%
CC1Cc2ccccc2N1S(=O)(=O)c1ccc2c(c1)n(C)c(=O)c(=O)n2C (stereo not drawn) | 11% | 1 | -0.1% | 11% | 9% | -0.7% | -0.5% | i | 40 | 8%
CCOc1ccc(N2CC(C(=O)Nc3c(C)n(C)n(-c4ccccc4)c3=O)CC2=O)cc1 (stereo not drawn) | 4% | 1.1 | -0.6% | 9% | 4% | 1.0% | 0.1% | i | 41 | 16%
CCOC(=O)C1CC(=O)c2cc(OC)c(OC)cc2C1 (stereo not drawn) | / | / | -0.4% | / | 6% | 1.8% | 0.1% | i | 32 | -6%
N#CCc1c(C#N)c(N)nc(N2CCCC(O)C2)c1C#N (stereo not drawn) | 10% | 0.9 | -0.4% | 47% | 5% | 3.8% | -1.7% | i | 30 | 15%
CCC1(C)SC(NC(C)=O)=NN1C(C)=O (stereo not drawn) | -4% | 1 | 0.4% | -7% | -5% | 0.5% | -1.4% | i | 48 | -2%
Cc1cc(C)n(-c2ccc(C(=O)OCC(=O)N(CC(C)C)C3CCS(=O)(=O)C3)cc2)n1 (stereo not drawn) | -2% | 1.1 | 1.1% | -5% | 5% | 1.2% | 1.0% | i | 2 | 12%
COc1cccc(C(=O)NC2CCN(CC(=O)Nc3c(C)cc(C)cc3C)CC2)c1 | 2% | 1.1 | -0.6% | -3% | ? | 0.5% | / | i | 20 | 16%
COc1ccc(/C=C2\SC(=S)N(CCCC(=O)Nc3ccccn3)C2=O)cc1OC | 12% | 0.9 | -0.8% | 18% | 0% | 1.8% | 7.7% | i | 46 | 26%
O=C(Cc1cccs1)N(Cc1ccco1)C1(C(=O)NC2CCCC2)CCCCC1 | 6% | 1.1 | 0.1% | 2% | 8% | 0.8% | -1.9% | i | 37 | 8%
Cc1cccc(Oc2ccccc2NC(=O)c2cnccn2)c1 | -2% | 1.2 | -0.1% | -20% | 2% | -0.5% | 0.1% | i | 2 | -2%
N#C/C(=N/Nc1ccccc1[N+](=O)[O-])C(N)=S | / | / | -0.1% | / | 5% | 2.1% | 1.1% | i | 25 | 2%
COc1ccc(C(C)(C)C)cc1NC(=O)C1C2C=CC(C2)C1C(=O)O (stereo not drawn) | 8% | 1.1 | -0.5% | 5% | -3% | 0.7% | 1.4% | i | 61 | 8%
CC(C)(C)OC(=O)NCCC(=O)N/N=C/c1cccc2nccnc12 | / | / | 0.1% | / | 2% | 1.3% | -0.3% | i | 18 | 9%
COc1cc(C(=O)Nc2ccc(Oc3ncnc4sc(-c5ccccc5)cc34)cc2)cc(OC)c1OC | 3% | 1.1 | -0.3% | -10% | 7% | 6.2% | 0.2% | i | 54 | 5%
COc1ccc(-c2nc3cnccn3c2NC(C)(C)CC(C)(C)C)cc1O | 6% | 1.1 | -0.5% | 4% | 9% | 1.5% | -0.5% | i | 26 | -4%
O=C(CCS(=O)(=O)c1ccccc1)Nc1nc2c(s1)CCCC2 | 2% | 1.1 | 2.9% | 10% | 4% | 30% | -2.5% | i | 24 | -3%
O=C(COC(=O)c1ccccc1NS(=O)(=O)c1cc([N+](=O)[O-])ccc1Cl)c1ccccc1 | 6% | 1 | 0.2% | 10% | 0% | -1.7% | / | i | 48 | -2%
Cc1ccc(/C=C/C(=O)N2CCc3ccccc32)o1 | 0% | 1 | -0.6% | 20% | 13% | 5.2% | -1.7% | i | 20 | 17%

Reprinted at random: 2 entries already listed
SMILES | human PMI inhibition | TNAP activators | West Nile virus CPE | human PMI inhibitors | M1AAP inhibition | RSV antiviral HEp-2 | UTI89 phage lysis | T cell modulator | T cell modulator vesicle-bound % | P. falciparum M17LAP
CCOC(=O)C1CC(=O)c2cc(OC)c(OC)cc2C1 (stereo not drawn) | / | / | -0.4% | / | 6% | 1.8% | 0.1% | i | 32 | -6%
CC(C)(C)OC(=O)NCCC(=O)N/N=C/c1cccc2nccnc12 | / | / | 0.1% | / | 2% | 1.3% | -0.3% | i | 18 | 9%
